# ARNT TACC3 PPI: ARNT/TACC3 interaction disruption; AID 623870; AlphaScreen His-ARNT PAS-B/GST-TACC3 binding, luminescence; TACC3 fragment carries E629A point mutation; inhibition, % at 9.99 µM; Q9Y6A5; 0.66% of 390,000 active;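 active = mean inhibition of replicates at least 50% and at least half of replicates each reaching 50%; inconclusive = half or more replicates reach 50% but mean below 50%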;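 note: 0% = complete ARNT plus TACC3 wells and 100% = ARNT alone without TACC3; many hits fall short of the cut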
# PAX8 inh HTS: lowers PAX8-driven luciferase in RMG-I cells | RMG-I TPO-luciferase reporter, SteadyGlo, 24 h | inhibition, % at 12.6 µM | 1.2% of 360,000 active | AID 652154;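 active = mean replicate inhibition at least 60% with every replicate also reaching 60%; inconclusive = only one of the two criteria is met; inactive = mean below 60% and not all replicates reaching 60%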;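 note: luciferase light reporting Pax8 driven TPO promoter activity; plate controls were median of neutral control wells for no effect and mitoxantrone controls for full effect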
# SIRT5 inh: blocks human SIRT5 desuccinylation of peptide. Q9NXA8. Purified SirT5, succinyl-peptide AMC, trypsin-coupled fluorescence. inhibition, % at 15 µM. 1.1% of 330,000 active; in the data active = inhibition above about 15%; inconclusive = no clear call, values can overlap the other calls
# Target sequence (Q9NXA8 whole entry, looked up): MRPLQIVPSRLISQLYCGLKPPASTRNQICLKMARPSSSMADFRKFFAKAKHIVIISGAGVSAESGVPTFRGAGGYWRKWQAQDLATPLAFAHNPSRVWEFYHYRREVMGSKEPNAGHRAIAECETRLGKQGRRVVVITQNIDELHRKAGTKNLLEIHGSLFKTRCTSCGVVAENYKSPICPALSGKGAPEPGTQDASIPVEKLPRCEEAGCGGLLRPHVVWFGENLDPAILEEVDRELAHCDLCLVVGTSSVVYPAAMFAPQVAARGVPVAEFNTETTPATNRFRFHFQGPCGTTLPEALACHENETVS
# LGR2 inh: inhibitors of bursicon-induced Drosophila LGR2 receptor cAMP signaling. HEK293 LGR2, CRE-luciferase, bursicon-stimulated, 4 h. inhibition, % at 9.99 µM. 0.35% of 380,000 active. AID 720647;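 active = drop in luminescence signal, shown as inhibition above about 50% in the replicate tests, limit read from the data, passing the limit was not always enough; inconclusive = probably only some replicates passing the limit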;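 note: agonist challenge used bursicon conditioned medium at about half maximal strength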
# Casp6 inh: caspase-6 (human) enzyme inhibition; P55212; purified caspase-6, Z-VEID-R110 cleavage fluorescence; inhibition, % at 12.5 µM; 0.53% of 350,000 active;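 active = mean inhibition across replicates at least about 35%, with every replicate also reaching that limit, limit read from the data; inconclusive = only one of the two criteria met; inactive = neither criterion met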;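 note: 0% = median of neutral control wells and 100% = no fluorescence left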
# Target sequence (P55212 24-179 limits assumed): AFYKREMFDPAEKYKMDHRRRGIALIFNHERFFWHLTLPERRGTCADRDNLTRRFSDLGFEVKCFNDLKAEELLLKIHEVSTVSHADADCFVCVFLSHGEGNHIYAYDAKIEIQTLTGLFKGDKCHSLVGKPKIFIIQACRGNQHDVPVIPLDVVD
# Target sequence (P55212 194-293 limits assumed): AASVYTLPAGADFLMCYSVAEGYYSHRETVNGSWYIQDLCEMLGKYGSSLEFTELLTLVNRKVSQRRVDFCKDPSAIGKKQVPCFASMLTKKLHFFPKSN
# DENV2 CPE: protects cells from dengue virus 2 cytopathic effect | DENV2-infected cells, cytopathic effect rescue, plate reader | CPE inhibition, % at 9.99 µM | 1.7% of 350,000 active | AID 651640; in the data active = CPE inhibition above about 20%, passing the limit was not always enough; inconclusive = no clear call, values can overlap the other calls; tested in BHK-21 cells;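 note: 0% = median of neutral control wells and 100% = median of positive control wells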
# EWS-Fli inh: blocks EWS/Fli oncoprotein-driven transcription; A673 NR0B1-luciferase reporter, viability-normalised; inhibition, % at 12.6 µM; 0.67% of 350,000 active; AID 651661;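 active = mean inhibition of at least 50% after viability correction, with every replicate also passing that limit; inconclusive = mean reaches 50% but only one of two replicates passes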;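 note: firefly luciferase signal divided by Alamar Blue viability fluorescence both relative to DMSO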
# Starred values were filed as active, the others as inactive; ? = inconclusive; / = no result given.
SMILES,ARNT TACC3 PPI,PAX8 inh HTS,SIRT5 inh,LGR2 inh,Casp6 inh,DENV2 CPE,EWS-Fli inh
COc1cccc(CN2CCC(Oc3ccc(C(=O)N4CCCCC4)cc3)CC2)c1O,4.8,19.6,0.7,7.6,3.5,10.1,13.1
CCN(C(=O)CSc1nc2c(cnn2-c2ccccc2)c(=O)[nH]1)C1CCS(=O)(=O)C1 (stereo unspecified),1.7,14.7,-3.0,9.7,-3.4,?,3.6
Cc1ccc(NC(=O)CCn2c(=O)c3cccn3c3ccccc32)cc1C,-6.4,14.6,-1.3,5.7,-0.9,-0.4,-19.2
O=c1[nH]c(C2CCCN(S(=O)(=O)Cc3ccccc3)C2)nc2c1nnn2Cc1cccc(Cl)c1 (stereo unspecified),7.9,-5.2,1.2,-25.9,4.7,9.7,/
CCN(C(=O)CCCC(=O)N(CC)c1ccccc1)c1ccccc1,-3.6,1.2,/,5.0,/,/,/
O=C(Cc1ccccc1)NCC(=O)OCC(=O)c1ccc(Cl)cc1,-1.1,-2.4,1.7,-2.7,11.7,7.1,4.0
O=C(C[C@@H]1CC[C@H](NC(=O)C2CC2)[C@H](CO)O1)NCC1CC1,-2.1,/,-1.5,14.1,1.5,-0.2,-1.5
COc1cccc(NC(=O)N2CCCC(C(=O)NC3CCCCC3C)C2)c1 (stereo unspecified),-6.6,-11.2,-4.8,1.7,/,-2.0,-0.4
CCc1ccc(C2CC(c3ccc(C)cc3)Nc3nc(N)nn32)cc1 (stereo unspecified),-1.4,-39.5,/,-17.6,-0.6,-9.6,-9.0
COc1cc(C(=S)N2CCCC2)cc(Cl)c1OCC(=O)Nc1ccc(C)cc1C,8.8,10.3,/,16.9,/,/,/
O=C(NCc1ccco1)c1csc2c1CCCC2,1.9,-5.1,0.2,-9.0,6.7,0.1,20.1
COCC(=O)N(C)C[C@@H]1Oc2cc(C#C[C@H](C)O)ccc2S(=O)(=O)N([C@@H](C)CO)C[C@H]1C,-0.1,/,-0.3,-1.5,-0.4,-2.6,-3.8
COCC(=O)Nc1ccc2c(c1)C(=O)N(C)[C@@H]1CC[C@H](CC(=O)NCC(F)(F)F)O[C@@H]1CO2,-0.7,-1.3,-1.9,2.4,0.7,-1.7,-1.5
CCN(CC(=O)NCc1ccc(Cl)cc1)C(=O)COc1cccc(Cl)c1,-3.3,21.5,-6.8,3.6,2.2,9.7,5.7
C[C@H]1CN([C@@H](C)CO)C(=O)c2cccc(NS(=O)(=O)c3cccs3)c2O[C@H]1CN(C)Cc1ccccc1,-3.7,3.4,0.1,-7.9,-0.7,-12.1,-5.9
CC(C)C(=O)n1nc(-c2cccnc2)nc1NCc1ccc(F)cc1,-6.5,-31.4,0.8,8.8,-3.4,-0.8,-2.6
CC(/C=C/c1ccccc1)=N\NC(=O)c1ccncc1,-0.8,/,2.3,1.3,-0.4,0.1,/
CCOC(=O)C(=O)Nc1ccccc1C#N,/,12.5,-3.0,21.9,-3.3,2.6,0.4
C[C@H](CO)N1C[C@H](C)[C@H](CN(C)C(=O)Nc2ccccc2)OCc2cn(nn2)CCCC1=O,-5.4,/,-2.3,-3.2,3.3,-1.9,-3.7
CC(C)(C)c1ccc(C(=O)Nc2ccc3c(c2)C(=O)NC3=O)cc1,-7.6,-11.8,-9.1,-7.5,-4.3,58.1*,-4.3
Fc1ccc(NC(=S)NCc2cccnc2)cc1,-4.0,12.0,1.6,-7.9,-4.2,-2.2,2.8
COc1ccccc1CNC(=O)c1cc2c(=O)[nH]c3ccccc3c2n1C,/,19.6,-0.8,15.5,0.4,-16.6,1.0
CSc1ccc(S(=O)(=O)NCC(=O)OC2CCOC2=O)cc1[N+](=O)[O-] (stereo unspecified),-5.1,-21.0,0.7,3.1,12.3,/,0.0
O=C(O)c1ccc(CNC(=O)c2ccc(Br)o2)cc1,-6.8,/,0.5,-9.3,10.4,-2.0,5.8
O=C(NC(=O)c1cc([N+](=O)[O-])ccc1Cl)C1=C(N2CCCC2)COC1=O,1.0,2.7,/,2.3,1.1,?,-3.3

# Profiles, quoted from the list.
# `CC(C)C(=O)n1nc(-c2cccnc2)nc1NCc1ccc(F)cc1` is listed with ARNT TACC3 PPI = -6.5; PAX8 inh HTS = -31.4; SIRT5 inh = 0.8; LGR2 inh = 8.8; Casp6 inh = -3.4; DENV2 CPE = -0.8; EWS-Fli inh = -2.6
# `CCc1ccc(C2CC(c3ccc(C)cc3)Nc3nc(N)nn32)cc1` (stereo unspecified) is listed with ARNT TACC3 PPI = -1.4; PAX8 inh HTS = -39.5; SIRT5 inh = /; LGR2 inh = -17.6; Casp6 inh = -0.6; DENV2 CPE = -9.6; EWS-Fli inh = -9.0
# `Cc1ccc(NC(=O)CCn2c(=O)c3cccn3c3ccccc32)cc1C` is listed with ARNT TACC3 PPI = -6.4; PAX8 inh HTS = 14.6; SIRT5 inh = -1.3; LGR2 inh = 5.7; Casp6 inh = -0.9; DENV2 CPE = -0.4; EWS-Fli inh = -19.2

# Some of these compounds in order of their number in ARNT TACC3 PPI, lowest first.
Structure | ARNT TACC3 PPI
CSc1ccc(S(=O)(=O)NCC(=O)OC2CCOC2=O)cc1[N+](=O)[O-] (stereo unspecified) | -5.1
COCC(=O)N(C)C[C@@H]1Oc2cc(C#C[C@H](C)O)ccc2S(=O)(=O)N([C@@H](C)CO)C[C@H]1C | -0.1
O=C(NC(=O)c1cc([N+](=O)[O-])ccc1Cl)C1=C(N2CCCC2)COC1=O | 1.0

# Other entries:
SMILES,ARNT TACC3 PPI,PAX8 inh HTS,SIRT5 inh,LGR2 inh,Casp6 inh,DENV2 CPE,EWS-Fli inh
CO[C@@H]1CN(C)C(=O)c2cc(NS(=O)(=O)CC(F)(F)F)ccc2OC[C@H](C)N(C(=O)NC(C)C)C[C@@H]1C,-3.2,-1.7,-4.2,-20.5,0.5,-3.8,9.2
CCN1[C@@H]2Cn3c(ccc(-c4ccccc4OC)c3=O)[C@H]1[C@@H](C(=O)NCc1ccccn1)[C@@H]2CO,-8.7,/,2.4,-13.6,-2.0,1.8,-3.9
O=C(c1cccs1)N1CCC2(O)CCCCC2C1c1ccc(F)cc1 (stereo unspecified),-39.0,5.9,/,-6.5,/,/,/
Fc1ccc(CNCc2ccccc2C(F)(F)F)cc1,-6.5,6.2,/,2.1,/,/,/
C[C@@H]1CN([C@@H](C)CO)C(=O)c2cc(NC(=O)C3CC3)ccc2O[C@H]1CN(C)S(=O)(=O)c1ccc(Cl)cc1,-12.8,/,-0.7,26.7,-1.4,9.9,-6.9
Cc1cc(C)n2nc(C(=O)OCC(=O)NCc3ccc(Cl)cc3)nc2n1,-8.6,5.7,0.1,-13.1,0.4,-2.0,-3.3
CCCCN(C(=O)c1cc(S(=O)(=O)N2CCOCC2)ccc1Cl)c1c(N)n(CC(C)C)c(=O)[nH]c1=O,-3.7,3.4,-5.4,-13.8,-2.4,-8.3,11.3
O=[N+]([O-])c1ccc2nc(N3CCCC3)sc2c1,-1.6,-171.5,1.9,-46.6,-0.4,5.2,-100.0
C[C@@H]1CN([C@@H](C)CO)C(=O)c2cccc(NC(=O)C3CCOCC3)c2O[C@H]1CN(C)S(=O)(=O)c1ccc(F)cc1,/,-1.9,-1.1,-4.9,/,4.7,-10.9
CCC(=O)N1[C@H](CO)[C@H](c2ccccc2)[C@H]1CN(C)C(=O)c1ccccc1F,2.1,-14.2,6.1,0.8,-1.5,-12.8,-10.6
CC(=O)c1ccc(NC(=S)N2CCN(S(=O)(=O)c3ccc(F)cc3)CC2)cc1,-1.9,6.5,-0.7,19.2,5.4,4.7,/
Cc1cc(C)nc(N/N=C/c2ccc(Cl)cc2)n1,1.8,2.1,-3.1,-7.8,1.7,-0.7,-66.3
C[C@H]1CN([C@@H](C)CO)C(=O)c2cc(NC(=O)CCCCCC(=O)Nc3ccccc3N)ccc2O[C@H]1CN(C)C(=O)Nc1ccc(C(F)(F)F)cc1,3.0,/,/,19.2,0.7,-5.6,1.0
CC(=O)c1ccc(NC(=O)CN2CCCCCC2)cc1,-3.0,-25.7,-3.8,-6.9,-3.5,-3.9,-31.8
CCN(CC)CCNC(C(=O)Nc1cccc(C(C)=O)c1)c1ccccc1 (stereo unspecified),5.4,0.4,-1.0,-15.1,-45.2,-2.9,7.2
O=C(C[C@H]1C[C@H]2c3cc(NC(=O)Cc4ccncc4)ccc3O[C@H]2[C@H](CO)O1)NCc1cccnc1,5.1,-12.2,1.7,20.0,1.5,10.0,-5.9
Cc1ccc(C(C[N+](=O)[O-])c2c(N)n(C)c(=O)n(C)c2=O)cc1 (stereo unspecified),9.6,14.1,/,2.9,-3.0,2.0,-5.6
CC(=O)c1ccc(NC(=S)NN2C(C)CCCC2C)cc1 (stereo unspecified),-5.4,9.3,2.0,-8.4,-3.2,2.5,-4.7
COc1c(C)cc(Br)cc1C(=O)Nc1ccccc1N1CCN(C(=O)c2ccccc2)CC1,1.0,-15.8,-2.3,-0.8,1.5,0.5,4.6
O=C(Nc1c(-c2ccccc2)[nH][nH]c1=O)c1cnccn1,/,-5.2,-3.2,-1.8,0.3,-4.7,-1.7
Cc1cc(C)n(-c2nnc(N3CCN(c4ccc(F)cc4)CC3)nn2)n1,-2.9,-17.1,-2.6,/,5.7,1.0,-18.1
CC(C)NC(=O)N[C@H]1C=C[C@@H](CC(=O)NCCN2CCCC2)O[C@@H]1CO,0.2,-4.2,-5.6,12.2,-0.2,-0.6,13.8
O=C(O)c1c(-c2ccccc2)nnc2ccccc12,-1.2,-7.7,-2.2,8.7,0.5,6.1,6.2
CCOC(=O)CSc1ncnc2c1c(-c1ccccc1)cn2-c1ccc(OC)cc1,-18.1,11.7,-2.7,-7.3,0.3,2.2,5.1
COc1cc(/C=C2/NC(=O)NC2=O)ccc1OCC(=O)Nc1ccc(F)cc1,6.8,53.0,-6.8,-8.3,-3.0,-1.1,2.9
SMILES,ARNT TACC3 PPI,PAX8 inh HTS,SIRT5 inh,LGR2 inh,Casp6 inh,DENV2 CPE,EWS-Fli inh
Cc1csc(SCC(=O)N(C)C2CCS(=O)(=O)C2)n1 (stereo unspecified),-5.4,9.7,-0.4,-11.9,1.1,-4.9,-1.3
COc1ccc(N(CC(=O)NN=C2CCCC2)S(=O)(=O)c2ccccc2)cc1Cl,-6.0,3.7,/,-7.9,/,/,/
CCN(C(=O)C(C)OC(=O)c1nn(-c2ccccc2C(F)(F)F)cc1O)c1ccccc1 (stereo unspecified),-1.4,0.5,-1.9,4.8,1.6,-3.5,10.1
O=C(CN(CCO)c1ccccc1)Nc1cccc(S(=O)(=O)N2CCCC2)c1,2.1,6.6,-1.2,12.6,1.5,9.4,6.3
CC(=O)NS(=O)(=O)c1ccc(NC(=O)[C@@H]2CCCN2S(=O)(=O)c2ccc(Cl)cc2)cc1,5.9,-4.3,-2.0,6.7,-0.8,-1.8,-5.7
COc1cc(OC)cc(C(=O)NNC(=S)Nc2ccc(S(N)(=O)=O)cc2)c1,8.4,-17.0,2.8,11.0,-6.5,/,-4.3
O=C(O)CCCCCN1C(=O)/C(=C/c2ccncc2)SC1=S,-1.4,4.4,/,7.3,/,/,/
O=C1NCCN1Cc1ccc(Cl)cc1,3.2,-1.1,0.4,/,-1.4,3.0,1.5
C[C@H]1CN([C@@H](C)CO)C(=O)c2cc(NC(=O)CCC(F)(F)F)ccc2O[C@H]1CN(C)Cc1ccc(C(=O)Nc2ccccc2N)cc1,-8.1,/,/,15.4,-0.6,10.3,44.2
CCOC(=O)C(=O)NCC(c1cccs1)S(=O)(=O)c1ccc(Cl)cc1 (stereo unspecified),-6.4,-14.7,-2.0,-2.4,-4.5,5.1,/
CC(C)(C)c1ccc(C(=O)NCC2CCCN2S(=O)(=O)c2ccccc2)cc1 (stereo unspecified),-4.1,-18.5,-0.9,-12.3,-1.4,-3.3,12.4
Cc1nonc1OCCn1nnnc1N,-7.8,/,0.1,-1.4,-2.2,2.7,0.7
O=C(C[C@@H]1CC[C@H](NS(=O)(=O)c2ccc(F)cc2)[C@H](CO)O1)NC1CCC1,9.6,0.5,-5.4,-5.3,0.9,-10.3,6.6
O=C(CSc1nnc(CNC(=O)c2c(F)cccc2Cl)o1)NC1CCCC1,1.8,-18.7,1.3,10.1,1.2,15.0,/

# Source: PubChem BioAssay (Broad Institute)
